S3 lipid droplet = qHTS Assay for Lipid Storage Modulators in Drosophila S3 Cells; 320,000 tested, 0.64% active; Drosophila S3 cells, BODIPY lipid droplet fluorescence, 18-24 h; cells fed with added oleic acid; AID 2685; lipid storage change, negative = inhibition, % at the top dose, mostly 46.1 µM; hits show Potency in µM; active = well fitted inhibition curve with a large enough effect in the signal ratio, with a control signal flat, not every such curve was filed as active; inconclusive = small, poorly fitted or top-dose-only effect, or effect the other way, or a change in a side signal; the % refers to the signal ratio
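Laser-scanning cytometry quantifies lipid droplet accumulation (500–530 nm total intensity; droplet/cell object ratio) in oleic acid-fed (400 uM added) Drosophila S3 cells treated with a concentration series. 20 uM Triacsin C defined 100% inhibition.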
S3 lipid droplet cell count max = recorded beside S3 lipid droplet, whose call it bears; cell number change, %; measured here: cell count max response;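 cells counted by Cell Tracker Red CMTPX staining in the red channel; peak over a dose series mostly up to 46.1 µM; percent activity relative to internal control wells on each plate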
An asterisk follows results filed as active; i = inactive; u = inconclusive; x = not tested or not shown; [ ] = dose if it differs, or a comment. % is scaled to controls: 0 for no effect and ±100 for the full control effect; potency is read from the fitted curve at half-maximal effect.

SMILES	S3 lipid droplet	S3 lipid droplet cell count max
O=C(COC(=O)/C=C/c1ccc(C(F)(F)F)cc1)NCC1CCCCC1	u	x
Nc1ccc2nc(N3CCOCC3)sc2c1	u	x
CC(=O)c1ccc(-c2ccc(C(=O)NCC3CCCO3)o2)cc1 (stereo not given)	u	x
Cc1c(NC(=O)CSc2nc(-c3ccco3)cc(C(F)(F)F)n2)c(=O)n(-c2ccccc2)n1C	i	13.4
O=C(NNC(=S)Nc1ccc(F)cc1F)c1ccco1	u	x
Cn1nc(C(=O)Nc2ccc(S(=O)(=O)N3CCOCC3)cc2)c2ccccc2c1=O	u	x
O=C(O)COc1c(Cl)cc(/C=C2\NC(=O)NC2=O)cc1Br	u	x
NS(=O)(=O)c1ccc(NC(=O)Nc2cccc3ccccc23)cc1	u	x
O=C1Nc2cc(Br)ccc2C1(O)c1ccccc1O (stereo not given)	-1.3%	22.0
O=[N+]([O-])c1ccccc1-c1cc(-c2cc(Cl)ccc2O)n[nH]1	u	x

Part of the list above, field by field:
> O=C1Nc2cc(Br)ccc2C1(O)c1ccccc1O (stereo not given)
  S3 lipid droplet: -1.3%
  S3 lipid droplet cell count max: 22.0
> O=[N+]([O-])c1ccccc1-c1cc(-c2cc(Cl)ccc2O)n[nH]1
  S3 lipid droplet: u
  S3 lipid droplet cell count max: x
> Cc1c(NC(=O)CSc2nc(-c3ccco3)cc(C(F)(F)F)n2)c(=O)n(-c2ccccc2)n1C
  S3 lipid droplet: i
  S3 lipid droplet cell count max: 13.4
> Cn1nc(C(=O)Nc2ccc(S(=O)(=O)N3CCOCC3)cc2)c2ccccc2c1=O
  S3 lipid droplet: u
  S3 lipid droplet cell count max: x

Carrying on:
SMILES	S3 lipid droplet	S3 lipid droplet cell count max
O=C(Cn1c(=O)n(CC2CCCO2)c(=O)c2ccccc21)c1ccccc1 (stereo not given)	u	x
CCC(=O)N1CCCC(C(=O)c2ccc(-c3ccccc3)cc2)C1 (stereo not given)	u	x
S=C(Nc1ccccc1Oc1ccccc1)Nc1cccc(Cl)c1Cl	3.8%	-5.9
Cc1ccc(CN2CCNC(=O)C2CC(=O)NC2CCCCCC2)cc1 (stereo not given)	-18.6%	25.1
COc1ccc(N(C(=O)c2snc(C(N)=O)c2N)C(C(=O)NC2CCCC2)c2ccc(C)o2)c(OC)c1 (stereo not given)	u	x
Cc1ccc(NC(=O)Nc2ccc3c(c2)nc(C)n3C)cc1	-8.6%	2.3
O=[N+]([O-])c1ccc(Cc2ccncc2)cc1	5.5%	12.9
O=C(CCNC(=O)c1ccccc1Cl)Nc1ccc(S(=O)(=O)Nc2ncccn2)cc1	u	x
FCCCOc1ccc(-c2nccc(-c3ccc(Cl)cc3)n2)cc1	u	x
Cc1nc2sc(C(c3cccs3)N3CCN(c4cccc(Cl)c4)CC3)c(O)n2n1 (stereo not given)	-0.3%	0.8
O=C(Nc1ccccc1O)c1ccc(Cl)cc1	u	x
COc1ccc(S(=O)(=O)N(CCCN2CCCC2=O)Cc2cc3c(C)ccc(C)c3[nH]c2=O)cc1	u	x
Cc1ccc(-c2csc(N3CCN(c4cc5c(cc4Cl)nc(-c4ccncc4)n5CCOCCO)CC3)n2)cc1	u	x
CCOC(=O)Cc1csc(NC(=O)Nc2ccccc2)n1	0.7%	-11.0
Cc1nn(CC(=O)NC2CCCCC2)c(=O)c2cccn12	u	x
CC(C)(C)OC(=O)NCCCCCc1cn([C@@H](CO)C(=O)NCCCCCCCCCCC(=O)N2CCN(C(=O)OC(C)(C)C)CC2)nn1	u	x
NC(=O)c1ccc(N2CCCCC2)c(N2C(=O)CCC2=O)c1	u	x
CCOC(=O)c1cnc2ccccc2c1NCCc1ccc(OC)c(OC)c1	-14.7%	18.8
CCOc1cccc(CN(C)CC2CCCN(CCc3ccc(Cl)cc3)C2)c1O (stereo not given)	7.9%	-18.4
Cc1ccc(NC(=O)C2(NC(=O)c3ccccn3)CCCCC2)cc1Br	u	x
COc1ccc2oc(C(F)(F)C(F)F)cc(=O)c2c1	u	x
O=C(Nc1ccc(N2C(=O)CCC2=O)cc1Cl)c1cccs1	u	x
COCCN(C(=S)Nc1ccc(OC)cc1)C(C)c1cccs1 (stereo not given)	2.1%	-5.4
COc1cccc(CNC(=O)COC(=O)CN(C)S(=O)(=O)c2ccc(NC(C)=O)cc2)c1	u	x
CC1=C(C)/C(=N\OC(=O)/C=C/c2ccccc2)C=CC1=O	-1.3%	-8.2
O=C(c1ccc(COc2ccc(Br)cc2)o1)N1N=C(C(F)F)CC1(O)C(F)F (stereo not given)	u	x
COc1ccccc1NC(=O)COC(=O)c1c(C)nn(-c2ccccc2)c1C	u	x
COc1cc(-c2nc3cnccn3c2Nc2ccccc2)ccc1O	24.6%	-0.9
Cc1ccc(NC(=O)Nc2cccn(Cc3c(F)cccc3Cl)c2=O)cc1	-11.9%	1.8
CCOC(=O)N1CCN(C(=O)C(NC(=O)c2ccc(C(C)(C)C)cc2)C(C)C)CC1 (stereo not given)	i	-4.9
COC(=O)C1=C(Nc2ccccc2NC(=O)c2ccccc2C(=O)O)CSC1	u	x
CCc1sc(C(=O)NCCCn2ccnc2)cc1Br	u	x
O=C(CC1C(=O)NCCN1C(=O)Nc1ccccc1)Nc1cc(Cl)cc(Cl)c1 (stereo not given)	u	x
CCN(CC)C(=O)Cn1nnc(-c2ccc(S(C)(=O)=O)cc2)n1	14.2%	-0.2
CC(=O)Nc1ccc(N=Nc2ccccc2)cc1	2.3%	10.3
Cc1onc(-c2ccccc2)c1C(=O)N1CCN(C/C=C/c2ccccc2)CC1	-4.5%	5.3
CCOC(=O)C1(Cc2ccc(OC)cc2)CCN(C(=O)Cc2cccnc2)CC1	-0.7%	4.8
CCOC(=O)NC(=O)COC(=O)CCCSc1nc2ccccc2s1	u	x
Cc1ccc(-c2cnc(N)n2C)cc1C	u	x
CCc1cccc(C)c1NC(=O)COC(=O)CNC(=O)c1cccs1	-10.0%[0.0737 µM]	13.1
CCOc1ccc(S(=O)(=O)N2CCCC(C(=O)Nc3cccc(C)c3)C2)cc1 (stereo not given)	u	x
O=c1cc(-c2cccc(Cl)c2)oc2cccc(O)c12	11.2%	11.9
Cc1ccc(C)c(C(C)NC(=O)C2C3CCC(O3)C2C(=O)O)c1 (stereo not given)	6.3%	2.7
COc1ccc(S(=O)(=O)N2CCN(c3ccccc3)CC2)cc1C(=O)N1CCCC1	2.1%	4.5
CC(C)Cn1c(N)c(S(=O)(=O)c2cccs2)c2nc3ccccc3nc21	i	-25.7
CCOC(=O)N1CCN(C(=S)NC(=O)c2ccc(Br)cc2)CC1	u	x
O=C(/C=C/c1ccc(Cl)cc1Cl)Nc1ccncc1	u	x
CC(=O)Nc1ccc(NC(=O)C(C)OC(=O)/C=C/c2cccs2)cc1 (stereo not given)	u	x
CCCC(=O)N1CCCC(c2nc(-c3cccc(OC)c3)no2)C1 (stereo not given)	8.3%	13.3
Cc1ccc(NS(=O)(=O)c2c(C)[nH]c(=O)[nH]c2=O)cc1C	u	x

(more compounds)
SMILES	S3 lipid droplet	S3 lipid droplet cell count max
CCOc1nc(-c2ccc(C)cc2)ccc1-c1noc(COC)n1	i	10.1
Cc1cccc(NC(=O)CCS(=O)(=O)c2cccc3nonc23)c1C	u	x
O=C(O)CN1C(=O)CSc2ccccc21	-0.6%	2.3
Cc1cc2ccccc2c(=O)n1CC(=O)NCCC1=CCCCC1	u	x
COC(=O)CCC(=O)N1CCOCCOCCOCC1	-12.5%	3.0
COc1cc2c(cc1OC)CN(C(=O)CSc1nc(N)c(C#N)cc1C#N)CC2	u	x
COC(=O)C1Cc2ccccc2CN1C(=O)CCl (stereo not given)	u	x
CC(C)(C)OCC(O)CN1CCN(C(=O)c2ccccc2)CC1 (stereo not given)	u	x
COc1cc2c(cc1OC)C(CSc1ccccc1C(=O)O)=NC(C)(C)C2	-1.1%	0.6
C=C(C(=O)c1ccccc1)C(C)CC(=O)c1ccccc1 (stereo not given)	u	x

Reformatted as a markdown table: two of the compounds above
| molecule | S3 lipid droplet | S3 lipid droplet cell count max |
| --- | --- | --- |
| C=C(C(=O)c1ccccc1)C(C)CC(=O)c1ccccc1 (stereo not given) | u | x |
| Cc1cc2ccccc2c(=O)n1CC(=O)NCCC1=CCCCC1 | u | x |

Remaining list, next part
SMILES	S3 lipid droplet	S3 lipid droplet cell count max
COc1ccc(OCc2cc(/C=N\NC(=O)c3ccccc3)ccc2OC)cc1	u	x
CC(C)C(NC(=O)c1ccccc1Cl)C(=O)OCc1nc2scc(-c3ccccc3Cl)c2c(=O)[nH]1 (stereo not given)	u	x
O=C1Cc2ccccc2Sc2ccc(O)cc21	u	x
COc1ccccc1C(=O)N/C(=C/c1ccc(Br)cc1)C(=O)NCCCn1ccnc1	i	3.8
CC1CCCC(NC(=O)COC(=O)/C=C/c2ccc(S(=O)(=O)N3CCOCC3)cc2)C1C (stereo not given)	-0.5%	3.0
Cc1cc(-c2csc(N)n2)c(C)n1-c1ccc(Cl)c(Cl)c1	15.7%	3.8
FC(F)(F)c1cccc(N2Cc3ccccc3C2)c1	-5.7%	-2.9
CCc1noc(C)c1C(=O)Nc1ccc(S(=O)(=O)N2CCCCC2)cc1	u	x
CN(C1(C)CCS(=O)(=O)C1)S(=O)(=O)c1ccc2ccccc2c1 (stereo not given)	u	x
C[n+]1ccccc1/C=N/O	u	-12.9
Cc1ccc(C(=O)Nc2ccccc2N2CCN(C(=O)C(C)C)CC2)cc1	u	x
COc1cccc(CNC(=O)CCN2C(=S)NC(C)(C)CC2C)c1 (stereo not given)	u	x
CCOc1cc(/C=C2\SC(=NC)N(C)C2=O)c(Br)cc1OC(C)=O	u	x
C=C1C(C(=O)Nc2ccccc2)C1C(=O)Nc1ccccc1 (stereo not given)	-3.6%	16.3
COc1ccc(CCN2CC(C(=O)NCc3ccc(F)cc3)CC2=O)cc1OC (stereo not given)	u	x
COc1ccc(C)cc1NC(=O)C(=O)N1CCCC1	3.3%	23.3
COc1ccc2c(c1)sc(=NC(=O)CS(=O)(=O)c1ccc(F)cc1)n2C	u	x
Cc1cccc(C(=O)c2c[nH]cc2-c2ccccc2)c1	u	x
Cc1noc(C)c1C(=O)OCC(=O)c1c[nH]c2ccccc12	u	x
O=C(NCc1ccc(Cl)cc1)C(=O)NCC1OCCN1S(=O)(=O)c1cccs1 (stereo not given)	u	x
COc1cc(OC)cc(C(=O)N2CCC(N3CCN(c4ccccc4)CC3)CC2)c1	u	x
CC(=O)Nc1ccc(NC(=O)CC(c2ccccc2)c2ccccc2)cc1	u	x
COc1cc(CNCCc2ccccc2)ccc1OCC(N)=O	u	x
COc1cc(OC)c(N(C)S(=O)(=O)c2cccc(C(=O)OCc3c(C)noc3C)c2)cc1Cl	i	x
CC(C)(C)c1ccc(C(=O)n2cnc3ccccc32)cc1	14.4%	18.1
O=C(C1CCN(S(=O)(=O)N2CCOCC2)CC1)N1CCOCC1	-1.8%	-1.9
O=C(O)CCCC(=O)Nc1nc2n(n1)C(c1ccc(F)cc1)CC(c1ccc(Cl)cc1)N2 (stereo not given)	i	25.4
O=C(Cn1cc(C(=O)C(F)(F)F)c2ccccc21)N1CCOCC1	u	x
c1ccc2c(c1)OCC(c1csc3ncnc(N4CCCCC4)c13)O2 (stereo not given)	-9.3%	-9.7
O=C(CNS(=O)(=O)c1ccc(Cl)cc1)OCC(=O)N1CCCc2ccccc21	9.6%	17.4
CCC(CC)c1nnc(NC(=O)CN2C(=O)NC3(CCCC3)C2=O)s1	i[0.369 µM]	9.0
Cc1nc(CNS(=O)(=O)c2ccc3ccccc3c2)cs1	u	x
Cc1ccc(SCCC(=O)OC(C(=O)NC(N)=O)C(C)C)cc1 (stereo not given)	u	x
COc1cc(N2CCOCC2)ccc1C=C(C#N)C#N	u	x
CCOc1ccc(CCNC(=O)CS(=O)(=O)Cc2nc(-c3ccccc3F)oc2C)cc1	u	x
Cc1cc(-c2ccccc2)n(-c2ccc(C(=O)NC(C)C)cc2)n1	u	x
CCN(CC)CCN(C(=O)c1ccc2c(c1)CCCC2)c1nc2ccc(F)cc2s1	-1.1%	9.2
NC(=O)C1(N2CCCCC2)CCN(S(=O)(=O)c2cc(Cl)ccc2Cl)CC1	u	x
NS(=O)(=O)c1ccc(CCNS(=O)(=O)c2ccccc2)cc1	u	x
NS(=O)(=O)c1ccc(CCNC(=O)CN2CCN(Cc3cccc(C(F)(F)F)c3)CC2)cc1	u	x

Record cards, as listed above. Values in the order: S3 lipid droplet | S3 lipid droplet cell count max
Cc1nc(CNS(=O)(=O)c2ccc3ccccc3c2)cs1 across the screens: u | x
NS(=O)(=O)c1ccc(CCNC(=O)CN2CCN(Cc3cccc(C(F)(F)F)c3)CC2)cc1 across the screens: u | x
CCC(CC)c1nnc(NC(=O)CN2C(=O)NC3(CCCC3)C2=O)s1 across the screens: i[0.369 µM] | 9.0

(next part)
SMILES	S3 lipid droplet	S3 lipid droplet cell count max
Cc1cc(S(=O)(=O)N2CCN(c3ccccn3)CC2)c(C)cc1Cl	i	0.8
CC(C)(O)C#Cc1ccc(CN2CCN(Cc3ccccc3)C(CCO)C2)cc1 (stereo not given)	5.9%	8.5
O=C(NCCc1ccc(Cl)cc1)c1ccc(CNc2c(N3CCOCC3)c(=O)c2=O)cc1	u	x
O=C1CC(c2ccccc2)=Nc2ccccc2N1Cc1ccccc1	u	x
CC1(C)NC(=O)N(CC(=O)OCC(=O)Nc2sccc2C#N)C1=O	u	x
COC(=O)c1ccc(CS(=O)(=O)c2ccc(C)cc2)o1	-11.9%	-8.7
COC(=O)CC1Oc2ccc(C)cc2NC1=O (stereo not given)	u	x
CCOc1cc(S(=O)(=O)N(Cc2ccccc2)Cc2ccccc2)c(OCC)cc1-n1cnnn1	u	x
Cc1ccc(C(=O)Nc2ccccc2N2CCOCC2)cc1S(=O)(=O)N1CCOCC1	u	x
O=C(O)CSCc1cn2cc(Cl)ccc2n1	0.7%	12.3

Only part of the results is shown. The share of hits here may be higher or lower than overall.
